Bioassay records: PubChem, Broad Institute
Statin myotox sup – suppressors of statin myotoxicity in C2C12 myotubes, primary screen, cell-based, single point, plate reader; C2C12 myotubes + simvastatin, ATP luminescence, 48 h; scaled: DMSO 0, geranylgeraniol control 100; rescue of ATP level, % at 7.49 µM; actives 0.78% (n = 330,000); AID 602340, 2012;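 active means mean ATP rescue above about 67%, or every replicate alone reaching that limit, limit read from the data, passing the limit was not always enough; inconclusive means no clear call, values can overlap the other calls; inactive means mean under the limit and some replicate under it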;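 further: myotubes were challenged with 10 µM simvastatin during compound exposure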
PGC1a acetyl inh – inhibitors of PGC1a acetylation signal, primary screen, cell-based, U2OS, AlphaScreen, inhibitor mode. inhibition, % at 15.6 µM. AlphaScreen anti-acetyl-lysine; with virally co-expressed GCN5 acetyltransferase. AID 651687, 2012. actives 0.17% (n = 350,000);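 active means every replicate shows inhibition of at least 40%; inconclusive means mean inhibition at least 40% but some replicate below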;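 further: 0% = neutral control wells and 100% = positive control wells; some results beyond the cut were filed as inactive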
ARNT-TACC3 inh – disruptors of ARNT/TACC3 protein interaction, primary screen, biochemical, AlphaScreen, single concentration. Transforming acidic coiled-coil-containing protein 3 (Homo sapiens), Q9Y6A5. AlphaScreen His-ARNT PAS-B/GST-TACC3 binding, luminescence; TACC3 fragment carries E629A point mutation. inhibition, % at 9.99 µM. actives 0.66% (n = 390,000);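 active means mean inhibition of replicates at least 50% and at least half of replicates each reaching 50%; inconclusive means half or more replicates reach 50% but mean below 50%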;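 further: 0% = complete ARNT plus TACC3 wells and 100% = ARNT alone without TACC3; many hits fall short of the cut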
Cneo AK release – Cryptococcus neoformans cell lysis inducers, primary screen, AK release luminescence, single concentration; C. neoformans lysis, adenylate kinase release luminescence, 4 h; normalised: neutral wells 0, clomiphene wells 100; lysis activity, % at 15 µM; actives 0.2% (n = 360,000); AID 651654, 2012;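 active means mean lysis activity across replicates of at least 80%, whatever share of replicates individually reach that level; inactive means mean lysis activity below 80%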
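Assay system: C. neoformans cells. Amount: yeast cell density of 5 × 10^6 cells/mL. Technique: AK luminescence. Buffer or medium: YPD. Times: static 4 h at 37 °C with compound, 1 h detection. Dosing: single-point compound dose. Read-out: lysis from increased AK signal.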
PAX8 reporter – inhibitors of PAX8-driven TPO luciferase reporter, primary screen, RMG-I cells, single concentration. SteadyGlo, 24 h. inhibition, % at 12.6 µM. actives 1.2% (n = 360,000). AID 652154, 2013;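 active means mean replicate inhibition at least 60% with every replicate also reaching 60%; inconclusive means only one of the two criteria is met; inactive means mean below 60% and not all replicates reaching 60%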;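 further: luciferase light reporting Pax8 driven TPO promoter activity; plate controls were median of neutral control wells for no effect and mitoxantrone controls for full effect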
PglD inh – C. jejuni PglD acetyltransferase inhibitors, primary screen, biochemical, DTNB colorimetric, single point; UDP-N-acetylbacillosamine N-acetyltransferase PglD (Campylobacter jejuni); purified PglD enzyme, DTNB colorimetric CoA detection; inhibition, % at 12.5 µM; actives 0.098% (n = 360,000); AID 602405, 2012; in the data active means inhibition above about 16%, passing the limit was not always enough; inconclusive means no clear call, values can overlap the other calls; further: strong numbers were not always called active
GSIS activator – GLuc luminescence reporter in INS-1E cells, primary screen for activators of glucose-dependent secretion of insulin. INS-1E GLuc reporter insulin secretion, 2-3 h. activation, % at 16.6 µM. actives 0.61% (n = 370,000);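 active means lowest replicate activation of at least 40%, so every replicate reaches that level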;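 further: 0% = median of neutral control wells and 100% = median of IBMX positive control wells; some compounds called inactive have numbers as strong as hits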
LGR2 inh – inhibitors of bursicon-induced LGR2 CRE-luciferase signal, primary screen, cell-based, HEK293, CRE-luciferase reporter, bursicon stimulation. Drosophila bursicon receptor LGR2 (rickets). bursicon-stimulated, 4 h. inhibition, % at 9.99 µM. actives 0.35% (n = 380,000). AID 720647, 2013;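 active means drop in luminescence signal, shown as inhibition above about 50% in the replicate tests, limit read from the data, passing the limit was not always enough; inconclusive means probably only some replicates passing the limit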;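 further: agonist challenge used bursicon conditioned medium at about half maximal strength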
Numbers without * were called inactive.

O=C(c1ccco1)N1CCN(C(=O)c2ccccc2[N+](=O)[O-])CC1 was read as ARNT-TACC3 inh 1.2, PAX8 reporter 16.2, GSIS activator 10.1 and LGR2 inh 3.5.
CCOC(=O)N1CC=C2C(C#N)=C(N)C(C#N)(C#N)[C@H](c3ccc(OC(C)C)c(OCC)c3)[C@H]2C1 was read as Statin myotox sup -5.2, PGC1a acetyl inh 4.9, ARNT-TACC3 inh -0.3, Cneo AK release 2.1, PglD inh -4.1, GSIS activator -5.5 and LGR2 inh -9.2.
For O=C(NCC1CCCCC1)c1ccc2nc([C@H]3C[C@H](O)[C@@H](CO)O3)[nH]c2c1 the results were Statin myotox sup -5.3, PGC1a acetyl inh 3.8, Cneo AK release 1.5, PAX8 reporter -13.3, PglD inh 3.9 and LGR2 inh 8.7.
`N#C/C(=C\c1cccs1)C(=O)Nc1ccccn1` gave PGC1a acetyl inh 10.8, ARNT-TACC3 inh 8.1, PAX8 reporter -102.0, GSIS activator -8.6 and LGR2 inh -82.0.
COC(=O)C[C@@H]1CC[C@@H](NC(=O)Nc2ccc(C(F)(F)F)cc2)[C@H](CO)O1 was read as Statin myotox sup -26.4, PGC1a acetyl inh -7.0, ARNT-TACC3 inh -11.3, Cneo AK release -4.0, PAX8 reporter 16.0, PglD inh -2.2, GSIS activator 6.1 and LGR2 inh -1.2.
Screening CCOC(=O)CSc1nc(N)c(C#N)c(CC(C)C)c1C#N returned Statin myotox sup -9.0, PGC1a acetyl inh -1.3, ARNT-TACC3 inh -7.8, Cneo AK release 0.6 and PglD inh 4.0.
`C[C@H]1CN([C@@H](C)CO)C(=O)c2cccc(NC(=O)c3ccncc3)c2O[C@H]1CN(C)Cc1ccc2c(c1)OCO2` gave Statin myotox sup 15.1, PGC1a acetyl inh -26.8, ARNT-TACC3 inh 8.2, Cneo AK release -5.1, PAX8 reporter -17.9, PglD inh 0.9, GSIS activator 13.1 and LGR2 inh -5.9.
CCC(C)(c1ccc(C(=O)OC)s1)c1ccc(C(=O)OC)s1 was read as Statin myotox sup 3.4, PGC1a acetyl inh -14.4, ARNT-TACC3 inh -20.0, Cneo AK release 0.4 and PglD inh 0.9.
For CCC(=O)N1CC2(CCN(C(=O)CN3CCOCC3)CC2)c2c([nH]c3cc(OC)ccc23)[C@@H]1CO the results were PGC1a acetyl inh 11.5, PAX8 reporter -2.9, GSIS activator 2.1 and LGR2 inh -9.7.
Screening Cc1ccc(S(=O)(=O)N(C)C[C@H]2Oc3c(NC(=O)c4nc5ccccc5s4)cccc3C(=O)N([C@H](C)CO)C[C@@H]2C)cc1 returned Statin myotox sup -120.9, PGC1a acetyl inh -23.9, ARNT-TACC3 inh -0.9, Cneo AK release -9.0, PglD inh -0.9, GSIS activator 18.0 and LGR2 inh 8.6.
For CC(C)OCCCNC(=O)CN1C(=O)c2cccc3cccc1c23 the results were Statin myotox sup 2.0, PGC1a acetyl inh -2.2, ARNT-TACC3 inh 24.2, Cneo AK release -1.8, PAX8 reporter 41.0, PglD inh 4.8, GSIS activator 8.8 and LGR2 inh -4.4.
Screening CC(C)C[C@H](NC(=O)N1CC(=O)Nc2ccccc21)C(=O)N[C@H](Cc1c[nH]c2ccccc12)C(=O)O returned Statin myotox sup 5.2, PGC1a acetyl inh -8.9, ARNT-TACC3 inh -20.7, Cneo AK release 2.4, PglD inh 0.5, GSIS activator 3.8 and LGR2 inh 13.4.
For CO[C@H]1CN(C)C(=O)c2ccc(NS(=O)(=O)c3ccc(-c4ccccc4)cc3)cc2OC[C@@H](C)NC[C@H]1C the results were Statin myotox sup -40.2, PGC1a acetyl inh -0.8, ARNT-TACC3 inh 0.1, Cneo AK release -1.5, PAX8 reporter 16.8, PglD inh 5.9, GSIS activator -2.8 and LGR2 inh -7.6.
For c1ccc(-c2cnn3c(-c4ccccc4)c(-c4ccccc4)nc3n2)cc1 the results were ARNT-TACC3 inh -2.4, PAX8 reporter 2.9, GSIS activator -3.8 and LGR2 inh -22.1.
Screening COc1ccc2c3c(n(C)c2c1)[C@@H](CO)N(C(=O)NC(C)C)CC31CN(C(C)=O)C1 returned PGC1a acetyl inh 11.2, PAX8 reporter -53.7, GSIS activator 16.2 and LGR2 inh -3.8.
For CCCCC(=O)Nc1nnc(S(=O)(=O)N2CCCCCC2)s1 the results were Statin myotox sup -14.1, PGC1a acetyl inh 9.3, ARNT-TACC3 inh -1.3, Cneo AK release 1.7, PAX8 reporter -5.9, PglD inh -0.9, GSIS activator 29.2 and LGR2 inh 13.6.
`CN(C)/C=N/NC(=O)C1Cc2c(ccc3ccccc23)O1` (stereo not drawn) gave Statin myotox sup 3.1, PGC1a acetyl inh 5.4, ARNT-TACC3 inh -2.1, Cneo AK release -2.7, PAX8 reporter 5.9, PglD inh -1.4, GSIS activator -1.5 and LGR2 inh 0.5.
Screening CN(C)CC(=O)N[C@H]1CC[C@@H](CCn2cc(C3CC3)nn2)O[C@@H]1CO returned Statin myotox sup 0.3, PGC1a acetyl inh 9.5, Cneo AK release 0.7, PAX8 reporter inconclusive, PglD inh 0.3, GSIS activator -3.5 and LGR2 inh -7.8.
`COc1ccc(S(=O)(=O)N2CCCN(S(=O)(=O)c3ccc(OC)cc3C)CC2)c(C)c1` gave Statin myotox sup -3.7, ARNT-TACC3 inh -2.6, Cneo AK release -6.7 and PglD inh -3.9.
Screening COc1cccc(CNC(=O)c2cc3c(c(-c4cccc(-c5cccc(C#N)c5)c4)n2)[C@@H](CCO)N([S@](=O)C(C)(C)C)C3)c1 returned Statin myotox sup -17.6, PGC1a acetyl inh -0.6, ARNT-TACC3 inh 13.4, Cneo AK release 21.9, PAX8 reporter -1.2, PglD inh -1.7 and GSIS activator 2.1.
Screening CCCc1ccc(OCC(O)CN2CCN(C(=O)OCC)CC2)cc1 (stereo not drawn) returned Statin myotox sup -9.2, PGC1a acetyl inh 14.4, ARNT-TACC3 inh -2.7, Cneo AK release -4.3, PAX8 reporter -2.5, PglD inh 3.0 and LGR2 inh -10.8.
Screening O=c1c2c(-c3ccc([N+](=O)[O-])cc3)csc2nc2n1CCC2 returned Statin myotox sup -4.9, PGC1a acetyl inh 1.8, ARNT-TACC3 inh -5.9 and Cneo AK release -8.8.
`Cc1ccc([C@H]2C[C@H](n3cc(-c4ccc(F)cc4)nn3)[C@@H](O)CN2CC2CCCCC2)cc1` gave Statin myotox sup 2.2, PGC1a acetyl inh 1.2, Cneo AK release 1.2, PAX8 reporter -24.1, PglD inh -1.6, GSIS activator -20.7 and LGR2 inh -2.3.
For COc1ccc(C(CNS(=O)(=O)c2ccccc2)N2CCN(C)CC2)cc1 (stereo not drawn) the results were Statin myotox sup 1.2, ARNT-TACC3 inh -8.2, Cneo AK release -0.7, PAX8 reporter 4.4, PglD inh 1.4, GSIS activator -3.1 and LGR2 inh 1.2.

Compounds shown so far containing a nitro group on carbon, in the order listed:
O=C(c1ccco1)N1CCN(C(=O)c2ccccc2[N+](=O)[O-])CC1 was read as ARNT-TACC3 inh 1.2, PAX8 reporter 16.2, GSIS activator 10.1 and LGR2 inh 3.5.
Screening O=c1c2c(-c3ccc([N+](=O)[O-])cc3)csc2nc2n1CCC2 returned Statin myotox sup -4.9, PGC1a acetyl inh 1.8, ARNT-TACC3 inh -5.9 and Cneo AK release -8.8.

New compounds follow
Screening CO[C@@H]1CN(C)C(=O)c2ccc(NS(=O)(=O)c3ccccc3C)cc2OC[C@@H](C)N(C)C[C@H]1C returned Statin myotox sup -8.8, PGC1a acetyl inh -3.5, ARNT-TACC3 inh -2.0, Cneo AK release 2.4, PAX8 reporter -6.0, PglD inh 0.6, GSIS activator 9.5 and LGR2 inh 24.0.
`COc1cc2c(cc1OC)CN(C(=O)Nc1ccccc1)CC2` gave Statin myotox sup 8.0, PGC1a acetyl inh 5.6, ARNT-TACC3 inh 3.1, Cneo AK release 0.0, PAX8 reporter 2.8, PglD inh 1.4, GSIS activator 9.9 and LGR2 inh 10.4.
Screening Cc1ccc(-c2ccc([C@@H]3[C@H](CO)N4CCCCN(S(=O)(=O)c5ccccc5C)C[C@@H]34)cc2)cc1 returned Statin myotox sup -30.5, PGC1a acetyl inh -46.5, ARNT-TACC3 inh -2.9, Cneo AK release 4.7, PAX8 reporter -20.9, PglD inh 1.9, GSIS activator 367.6 and LGR2 inh 12.9.
For C=C(C(=O)Nc1ccccc1)c1ccc(C)cc1 the results were Statin myotox sup -8.1, PGC1a acetyl inh -5.0, ARNT-TACC3 inh -12.1, Cneo AK release -2.4, PAX8 reporter -14.7, PglD inh -0.6, GSIS activator 7.5 and LGR2 inh 2.4.
Screening CCS(=O)(=O)Nc1ccc2c(c1)C(=O)N(C)C[C@H](OC)[C@H](C)CN(C(=O)NC(C)C)[C@@H](C)CO2 returned Statin myotox sup -2.3, PGC1a acetyl inh 3.1, ARNT-TACC3 inh 1.2, Cneo AK release -3.2, PglD inh 1.6, GSIS activator 3.3 and LGR2 inh -5.2.
For CCOC(=O)c1cc(CC)sc1NC(=O)c1ccc(N2C(=O)CCC2=O)cc1 the results were Statin myotox sup -35.4, PGC1a acetyl inh 9.6, ARNT-TACC3 inh -6.2, Cneo AK release 6.2, PglD inh 6.0, GSIS activator 33.2 and LGR2 inh -13.8.
`COc1ccc(/C=N/Nc2nnc(C)n2N)cc1OC` gave PGC1a acetyl inh 4.0, ARNT-TACC3 inh 54.3*, Cneo AK release 2.0, PAX8 reporter 19.2, PglD inh -6.7, GSIS activator -5.0 and LGR2 inh -7.4.
`C[C@H](CO)N1C[C@H](C)[C@H](CN(C)C(=O)Nc2cccc3ccccc23)Oc2c(NC(=O)NC3CCCCC3)cccc2C1=O` gave Statin myotox sup 10.7, PGC1a acetyl inh 4.0, Cneo AK release 1.4, PAX8 reporter 16.9, PglD inh 0.4, GSIS activator -17.9 and LGR2 inh 1.3.
OC[C@@H]1[C@H](c2ccc(/C=C/c3ccccc3)cc2)[C@@H]2CN(Cc3cccnc3)CCCCN12 was read as Statin myotox sup 10.5, PGC1a acetyl inh -2.9, ARNT-TACC3 inh 5.3, Cneo AK release 4.1, PAX8 reporter -12.8, PglD inh 1.6, GSIS activator 19.8 and LGR2 inh -29.4.
`COc1c(C)cc(C(O)c2ncc(-c3ccccc3C(F)(F)F)[nH]2)cc1C` (stereo not drawn) gave Statin myotox sup 9.4, Cneo AK release 0.3, PAX8 reporter -1.5, PglD inh 2.4, GSIS activator -23.6 and LGR2 inh 4.0.
Screening COc1ccccc1C(=O)NC(=O)COC(=O)c1ncc(Cl)c(Cl)c1Cl returned Statin myotox sup -8.3, ARNT-TACC3 inh -13.9, Cneo AK release 0.4, PAX8 reporter 0.5, PglD inh -0.6, GSIS activator 5.5 and LGR2 inh -4.5.
For COCC(=O)NC1CCN(S(=O)(=O)c2ccc(C(=O)O)cc2)CC1 the results were Statin myotox sup -2.0, ARNT-TACC3 inh -5.4, Cneo AK release 0.0 and PglD inh 0.4.
